From PubChem
EPAC1 ag – qHTS for Agonist of cAMP-regulated guanine nucleotide exchange factor 3 (EPAC1): primary screen; Potency, µM (doses to about 154 µM), without a hit: at the highest dose activation, most hits filed as activators; Rap guanine nucleotide exchange factor 3 (Homo sapiens), O95398; AID 720707, 2013; EPAC1 agonist qHTS, biochemical assay; response scale: 100% = response to 6.5 mM cAMP; 360,000 compounds, 0.073% hits; further: potency means the concentration at half of the fitted maximal effect; nearly all actives have a fitted effect of over 60% in size
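Nucleotide exchange assay: 100 nM EPAC1 with 250 nM Rap1B loaded with BODIPY-GDP and 50 uM GDP, room temperature. Fluorescence (480/540 nm) read every 5 min for 30 min; signal change normalized to 6.5 mM cAMP as full agonist.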
PTHR1 ag – qHTS for PTHR1 Agonists: Primary Screen; HEK293 GP2 PTHR1 cells, GloSensor cAMP luminescence, 1 h; Potency, µM (series often up to 115 µM), for inactives: top-dose activation, actives largely listed as activators; 410,000 compounds, 0.075% hits; Parathyroid hormone/parathyroid hormone-related peptide receptor (Homo sapiens), Q03431; further: potency means the concentration at half of the fitted maximal effect; nearly all actives have a fitted effect of over 55% in size; some results filed as inactive show a strong effect at the top dose; inactives centre near -15; many of its hits are not listed in these tables
Target sequence (Q03431 whole entry, looked up): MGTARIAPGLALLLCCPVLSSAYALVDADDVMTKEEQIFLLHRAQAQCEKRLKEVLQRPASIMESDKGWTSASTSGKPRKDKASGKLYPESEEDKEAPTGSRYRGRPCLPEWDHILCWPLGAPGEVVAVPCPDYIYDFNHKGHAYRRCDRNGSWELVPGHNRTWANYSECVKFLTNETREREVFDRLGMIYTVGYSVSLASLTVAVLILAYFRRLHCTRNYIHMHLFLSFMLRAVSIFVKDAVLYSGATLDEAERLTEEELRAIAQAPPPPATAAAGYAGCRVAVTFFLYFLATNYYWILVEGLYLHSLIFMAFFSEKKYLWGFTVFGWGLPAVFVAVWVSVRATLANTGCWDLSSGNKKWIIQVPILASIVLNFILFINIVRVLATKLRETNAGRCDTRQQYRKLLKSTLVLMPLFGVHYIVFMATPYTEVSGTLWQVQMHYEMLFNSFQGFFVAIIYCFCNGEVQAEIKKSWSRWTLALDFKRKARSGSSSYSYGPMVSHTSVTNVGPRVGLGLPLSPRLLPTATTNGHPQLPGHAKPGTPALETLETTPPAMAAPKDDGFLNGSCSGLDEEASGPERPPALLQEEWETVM
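HEK-293-derived GP2 cells expressing PTHR1 and a GloSensor cAMP reporter, 3,000/well, plated overnight, given luciferin plus IBMX (each 0.5 mM as added) for 1 h at 37 °C, then compound for 1 h at 37 °C. Luminescence was read after 15 min at room temperature.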
GLP1R cytotox – qHTS of GLP-1 Receptor Inverse Agonists: Cytotox Screen; HEK293 cAMP-luciferase reporter cells, luminescence, 24 h; 410,000 compounds, 0.13% hits; Potency, µM (doses to about 38.3 µM), inactives show at the top dose activity change, negative = inhibition, usual class: inhibitors;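 further: loss of luciferase light is scored as toxicity; potency means the concentration at half of the fitted maximal effect; on the % scale 0 is the no-effect control and ±100 the full control effect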
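1536-well qHTS counterscreen of the MLSMR; 200 cells/uL, 12 h pre-incubation, 23 nL cpd, 24 h at 37 deg C 5% CO2, luciferase detection reagent, 12 min RT, luminescence. Inhibition = undesired.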
EPAC1 antagonist – qHTS for Antagonist of cAMP-regulated guanine nucleotide exchange factor 3 (EPAC1): primary screen. Rap guanine nucleotide exchange factor 3 (Homo sapiens), O95398. EPAC1 GEF assay, Rap1b-BODIPY-GDP exchange fluorescence. Potency, µM (top dose mostly 115 µM), without a hit: at the highest dose activity change, negative = inhibition, usual class: inhibitors. 360,000 compounds, 0.14% hits;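 further: potency means the concentration at half of the fitted maximal effect; plate controls were vehicle for no effect and positive control for full effect; nearly all actives have a fitted effect of over 50% in size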
PI5P4K alpha inh – qHTS for Inhibitors of phosphatidylinositol 5-phosphate 4-kinase (PI5P4K) | PI5P4Kalpha enzyme, ADP-Glo luminescence, 60 min; stronger effect = lower value | Phosphatidylinositol 5-phosphate 4-kinase type-2 alpha (Homo sapiens), P48426 | max response, % | 330,000 compounds, 1.2% hits; active means max response of -50% or lower; inconclusive means between -30% and -50%; inactive means -30% or higher; further: value at the top dose of about 77 µM; on the % scale 0 is the no-effect control and ±100 the full control effect
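Controls without substrate or without enzyme flank wells where PI5P4Kalpha converts substrate using 5 microM ATP (final). Incubation lasts 60 minutes at room temperature; ADP formed is read by ADP-Glo luminescence.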
PLK1 PBD block – qHTS for Inhibitors of PLK1-PDB (polo-like kinase 1 - polo-box domain): Primary Screen. Serine/threonine-protein kinase PLK1 (Homo sapiens), P53350. Plk1 PBD binding of FITC phosphopeptide, fluorescence polarization. Potency, µM, without a hit: max response, negative = inhibition, usual class: inhibitors. 360,000 compounds, 2.8% hits; further: potency means the concentration at half of the fitted maximal effect; series mostly up to about 57 µM; on the % scale 0 is the no-effect control and ±100 the full control effect; nearly all actives have a fitted effect of over 65% in size
IL-2 act – qHTS of IL-2 Activators | IL-2 activation reporter assay, cell-based qHTS; stimulated with anti-CD3/CD4/CD28 beads; in transgenic mouse T cells | activation, % (series mostly up to about 46 µM) | 360,000 compounds, 0.065% hits | AID 652025, 2013; in the data active means activation above about 50%; inconclusive means mostly about 30% to 49%; further: 0% is about no effect
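Readout: EGFP and DsRed signals by fluorescent plate cytometry. Unstimulated transgenic mouse T cells received compound 60 min before antibody-bead stimulation, then incubated 18 h at 37 degrees C.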
GLP1R ag – qHTS of GLP-1 Receptor Agonists | Glucagon-like peptide 1 receptor (Homo sapiens), P43220 | HEK293 GLP-1R CRE-luciferase, luminescence, 4-6 h; cells express a hypersensitive GLP-1R form | Potency, µM (top dose mostly 45.6 µM), inactives show at the top dose activation, hits mostly activators | 380,000 compounds, 0.007% hits; further: potency means the concentration at half of the fitted maximal effect; % of control where 0% means no effect
Target sequence (P43220 whole entry, looked up): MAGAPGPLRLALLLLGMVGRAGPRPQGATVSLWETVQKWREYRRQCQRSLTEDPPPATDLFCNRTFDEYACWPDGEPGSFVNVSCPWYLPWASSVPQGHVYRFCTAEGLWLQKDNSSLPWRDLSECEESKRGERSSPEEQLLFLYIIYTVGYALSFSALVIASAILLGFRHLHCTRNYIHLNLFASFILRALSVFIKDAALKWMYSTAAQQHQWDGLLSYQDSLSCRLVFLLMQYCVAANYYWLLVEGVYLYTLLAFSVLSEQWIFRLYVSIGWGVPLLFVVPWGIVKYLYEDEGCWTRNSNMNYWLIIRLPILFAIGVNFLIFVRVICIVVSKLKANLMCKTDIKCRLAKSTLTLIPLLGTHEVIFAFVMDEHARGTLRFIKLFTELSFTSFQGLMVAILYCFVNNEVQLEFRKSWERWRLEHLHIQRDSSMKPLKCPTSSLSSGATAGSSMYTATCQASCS
GLP-1R inv ag – qHTS of GLP-1 Receptor Inverse Agonists (Inhibition Mode). Glucagon-like peptide 1 receptor (Homo sapiens), P43220. HEK293 GLP-1R CRE-luciferase, luminescence, 24 h; GLP-1R form is constitutively active. Potency, µM (series often up to 38.3 µM), inactives show at the top dose activity change, negative = inhibition, usual class: inhibitors. 410,000 compounds, 1.6% hits. AID 624417, 2012; further: potency means the concentration at half of the fitted maximal effect; on the % scale 0 is the no-effect control and ±100 the full control effect; nearly all actives have a fitted effect of over 55% in size
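Readout was luciferase luminescence, measured 12 min after detection reagent at room temperature. Beforehand, GLP-1R reporter HEK293 cells had sat 12 h, then received compounds for 24 hr at 37 deg C.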
An asterisk follows results filed as active; i = inactive; ? = inconclusive; . = not tested or not shown; & = joins results of further samples; [ ] = remark or other dose. Unless noted, the call rests on the fitted dose curve; in most records, active means well fitted curve in the direction sought with a large enough effect; inconclusive means small, poorly fitted or top-dose-only effect, or another doubt; inactive means no such curve, though single readings can be large; an effect the other way counts as inactive or inconclusive. A portion of the library; rates above refer to the full screens.

SMILES	EPAC1 ag	PTHR1 ag	GLP1R cytotox	EPAC1 antagonist	PI5P4K alpha inh	PLK1 PBD block	IL-2 act	GLP1R ag	GLP-1R inv ag
COc1ccc(CC(NC(C)=O)C(=O)NC2CCN(S(=O)(=O)c3ccccc3)CC2)c(OC)c1 (configuration not stated)	-1%	1%	10%	13%	0	2%	0.1	0%	-25%
O=C(NN1C(=O)C2C3C=CC(O3)C2C1=O)c1ccncc1 (configuration not stated)	3%	-20%	-2%	-26%	7	-16%	-2.1	2%	8%
C/C(=N\NC(=O)c1cccc(Cl)c1)C1C(=O)c2ccccc2C1=O	-12%	-19%	?	2%	?	-11%	-0.5	-14%	?
COC(=O)c1cccc(NC(=S)Nc2ccccc2Cl)c1	-6%	i	-7%	-12%	-3	-14%	0.6	-1%	7%
CCOC(=O)Cc1csc(NC(=O)COC(=O)/C=C/c2ccc(OC)cc2)n1	-1%	-6%	1%	-14%	-12	-13%	-0.2	-9%	10%
CN(CC(=O)Nc1ccc(Cl)c(C(F)(F)F)c1)C(=O)CCN1C(=O)C2CCCCC2C1=O (configuration not stated)	-12%	-9%	?	2%	-6	4%	-5.1	0%	?
Cc1cccc2cc(C#N)c(NCCNC(=O)c3ccccc3)nc12	16%	-4%	5%	7%	0	-4%	-2.7	3%	-2%
Cc1ccc(C(=O)Nc2ccc3ncccc3c2)cc1	-4%	-23%	-9%	2%	-2	-8%	-0.6	-5%	?
CC12CCC(C(=NO)C1=NO)C2(C)C (configuration not stated)	1%	i	-47%	-3%	-1	-1%	-0.1	6%	-29%
COc1ccc(S(=O)(=O)N2CCC(C(=O)NCc3ccccc3)CC2)cc1OC	4%	i	0%	8%	-1	-6%	0.0	5%	3%
Cc1ccc2cc3cc(C(=O)N4CC(C)CC(C)C4)oc3nc2c1 (configuration not stated)	28%	i	-10%	?	-9	13µM*	0.1	21%	7.9µM*
CC(C)(C)NC(=O)Cn1cnc([N+](=O)[O-])n1	1%	i	0%	-1%	.	-6%	-1.0	0%	3%
O=C1Cc2ccccc2Sc2ccc(Cl)cc21	11%	-22%[57.5 µM]	-10%	1%	22	-3%	-0.4	1%	?
CCOC(=O)C1=C(C)N(C)C(=S)NC1c1ccc(Cl)cc1 (configuration not stated)	-14%	-39%[inhibitor]	?	-7%	-5	-1%	-0.5	5%	?
CCOC(=O)C1Sc2[nH]c(=O)sc2C(c2ccc(Cl)cc2)C1C(=O)OCC (configuration not stated)	-4%	-7%[57.5 µM]	-27%	-15%	-14	?	-0.1	-1%	?
CN(C(=O)COC(=O)c1ccc(Cl)nc1)C1CCS(=O)(=O)C1 (configuration not stated)	4%	24%	8%[0.307 µM]	12%	-4	-7%	1.1	-4%	5%[0.307 µM]
O=C(CCN1C(=O)/C(=C\c2cccs2)SC1=S)NC1=NCCS1	7%	-11%	17%[1.53 µM]	8%	4	-2%	1.3	-10%	10%
Cc1ccc([N+](=O)[O-])c(OCC(=O)OCC(=O)c2ccccc2)c1	5%	i	-2%	-9%	-5	3%	-0.5	-1%	9%
COCCCn1c(=N)c(C(=O)NCC2CCCO2)cc2c(=O)n3cc(C)ccc3nc21 (configuration not stated)	.	i	459%[activator]	.	.	.	.	1%	16%
CCOc1cc(-c2cc(N)n[nH]2)cc(OCC)c1OCC	4%	i	-13%	-14%	-2	2%	-2.3	3%	4%
Cc1cc(C)nc(Nc2nc(C(N)Cc3ccccc3)cs2)n1 (configuration not stated)	-3%	-25%	-25%	-16%	0	-6%	-0.4	28%	?
COc1ccc2nc(NC(=O)CSc3nc(C)cc(=O)[nH]3)sc2c1	6%	i	26%	?	?	-29%	-1.5	5%	35%[activator]
COc1ccccc1S(=O)(=O)Nc1cccc(-c2nnc3n2CCCCC3)c1	3%	i	71%[activator]	-16%	0	1%	-0.7	3%	5%
O=C(Nc1cccc2cccnc12)c1ccc(Cl)cc1	15%	-14%	-11%	-3%	27	-6%	-2.4	-2%	46%[activator]
CCC(CC)NC(=O)c1cc(OC)c(OC)cc1[N+](=O)[O-]	3%	i	11%	-1%	-8	-23%	-2.2	-1%	12%
CC1C2CC(C(CN(C)C)/C2=N/O)C1(C)C (configuration not stated)	2%	-8%[57.5 µM]	3%	17%	.	-3%	0.1	-14%	1%
CSC(=NC1CCCCC1)NS(=O)(=O)c1ccccc1	-6%&1%	-1%	1%&11%	-4%&4%	0&-8	1%&-8%	0.7&-0.1	11%&0%	?
c1ccc(NCCSc2nc3ccccc3s2)cc1	11%	-4%	17%	-10%	18	-1%	-4.0	0%	-25%
Cn1cc(S(=O)(=O)N2CCCCCC2)cc1C(=O)NCc1ccc(F)cc1	.	-14%	1%	.	.	.	.	0%	-26%
O=C(O)/C(=C\c1ccco1)NC(=O)c1ccccc1	-9%	i	1%	-1%	-8	-16%	-2.2	11%	6%
CSCCC(NC(=O)c1ccco1)C(=O)N1CCN(Cc2ccccc2)CC1 (configuration not stated)	7%	i	5%	8%	-2	-1%	-0.4	-5%	-5%
COc1cc(C(=O)N(c2ccc(C)c(C)c2)C2C=CS(=O)(=O)C2)cc(OC)c1OC (configuration not stated)	14%	-5%	-7%[0.307 µM]	8%	-12	-17%	0.3	3%	7%[0.307 µM]
Cc1ccc(CN(C)C(=O)c2ccc(NS(=O)(=O)c3ccc4[nH]c(=O)[nH]c4c3)cc2)cc1	-6%	4%	11%	0%	-7	-7%	1.4	-2%	28%
COc1ccc(OC)c(NC(=O)C(=O)N/N=C/c2ccccc2[N+](=O)[O-])c1	6%	-43%[inhibitor]	6%	14%	.	-7%	-2.0	1%	0%
Cc1ccc(CN2CCC(=O)N2)cc1	1%	i	-6%	-22%	-3	-8%	0.2	0%	11%
C[C@]12CCC[C@H](O1)[C@H]([C@@H](O)c1ccccc1)O2	-24%	12%	16%	3%	0	-23%	-2.9	-4%	-6%
COc1cc(NC(=O)C(=O)Nc2ccc3nc4n(c(=O)c3c2)CCCCC4)cc(OC)c1OC	1%	-15%&-37%	3%&3%	-6%	0	-3%	-0.2	6%	-5%&10%
Cc1cc(NC2CCCCC2)nc(N2CCOCC2)n1	-2%	i	-8%	7%	.	-4%	-3.7	-1%	15%
COc1ccc(Nc2ncnc3c2cnn3Cc2ccc(C)cc2)cc1	-14%	i	-20%	-5%	-24	-3%	-2.3	6%	?
CCn1c2ccccc2c2cc(NC(=O)Cc3ccc(S(=O)(=O)N4CCOCC4)s3)ccc21	0%	i	-22%	0%	2	-1%	-0.2	-9%	10µM*
Cc1nc2ccccc2c(=O)n1NC(=O)c1cccc([N+](=O)[O-])c1	3%	i	1%[7.66 µM]	6%	-1	-1%	2.3	4%	-9%[7.66 µM]
O=S1(=O)N=C(Nc2ccc(S(=O)(=O)N3CCCCC3)cc2)c2ccccc21	-9%	-4%[57.5 µM]	-1%	-12%	1	-3%	1.8	-18%	-12%
C=CCn1c(=O)c2c(nc3n2CC(C)CN3c2cccc(OC)c2)n(C)c1=O (configuration not stated)	-16%	i	3%	-12%	-1	1%	0.1	1%	1%
CCOC(=O)C(C)Sc1ccc2nnc(CCNS(=O)(=O)c3ccccc3)n2n1 (configuration not stated)	4%	7%	6%&-8%	1%	2	3%	-1.0	-6%	10%&-11%
CCOC(=O)c1ccccc1NC(=O)C1CC(=O)N(C(C)(C)C)C1 (configuration not stated)	11%	-11%	-5%	3%	3	-5%	-0.6	-3%	6%
O=C(O)C(c1ccccc1)N1CCCC1 (configuration not stated)	-3%	-4%[57.5 µM]	1%	10%	-2	-1%	-2.5	-5%	1%
Cc1cccc(NC(=O)CSc2nccn2Cc2ccco2)c1	7%	-57%[inhibitor]	-2%	-13%	5	-9%	2.4	17%	?
CCCC1OC(c2cc3c(cc2Cl)OCO3)OCC1CC (configuration not stated)	-5%	i	-17%	-5%	15	-3%	-0.8	5%	11µM*
Cc1csc(SCC(=O)Nc2sc3c(c2C#N)CCC3)n1	12%	-51%[inhibitor][57.5 µM]	-11%	12%	?	-3%	0.2	25%	-14%
NC(=O)CC(NC(=O)Cc1ccc(Cl)cc1)c1ccc(NC2CCCCCCC2)c([N+](=O)[O-])c1 (configuration not stated)	-37%[inhibitor]	-15%	12%	-4%	-5	1%	0.0	-5%	-8%
COc1ccc(C(=O)Cn2c(NCCCO)nc3ccccc32)cc1	8%	-57%[inhibitor]	-14%	1%	2	-2%	-2.2	-3%	-17%
Cc1ccc(NCc2nnc(SCC#N)o2)c(C)c1	5%	-23%[57.5 µM]	3%	1%	.	-6%	1.2	1%	0%
COc1ccc(C(=O)NCC(=O)N/N=C(\C)Cc2ccccc2)cc1	-8%	-8%	21%	-21%	2	4%	0.4	-5%	2%
CC(=O)C[C@H]1c2ccccc2S(=O)(=O)N1C1CCCC1	-14%	-21%	0%	9%	-5	-9%	2.3	0%	-7%
O=C1CCCc2ccccc2N1Cc1ccccc1	5%	i	4%	5%	-3	-7%	-0.1	-1%	-26%
